ERG-DNA inh = blocks human ERG Ets domain binding to DNA; P11308; fluorescence polarization, His-ERG Ets domain / labelled DNA; Potency, µM (top dose mostly 76.9 µM), for the others: at the top dose FP activity, negative = inhibition, usual class: inhibitors; hit rate 0.028% among 370,000; active = well fitted inhibition curve with a large enough effect in the polarisation, with a control signal flat; inconclusive = small, poorly fitted or top-dose-only effect, or effect the other way, or a change in a side signal; inactive = no such curve, though single readings can be large or run the other way; the % refers to the polarisation;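 note: polarization taken with two DNA probes labelled with fluorescein and Texas red; potency is the fitted concentration of half-maximal effect; % of control where 0% means no effect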
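His-tagged ERG Ets domain (1 uM in the protein solution; 300mM KCl, 50mM Tris-HCl, 1mM EDTA, 1mM DTT, pH 7.5) received compound, then a probe mix of 5 nM fluorescein-DNA and 100nM Texas-615-DNA. Fluorescence polarization was read for both dyes.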
HP1b chromo inh = inhibitors of HP1-beta chromodomain binding to methylated histone tails; AlphaScreen HP1-beta / biotin-H3K9me3 peptide binding; Potency, µM (titrated, usually from 114 µM), for the others: top-dose activity change, negative = inhibition, actives largely listed as inhibitors; AID 540317; hit rate 0.56% among 390,000; note: potency is the fitted concentration of half-maximal effect; nearly all actives have a fitted effect of over 70% in size; inactives centre near 23
Target sequence (P83916 whole entry, looked up): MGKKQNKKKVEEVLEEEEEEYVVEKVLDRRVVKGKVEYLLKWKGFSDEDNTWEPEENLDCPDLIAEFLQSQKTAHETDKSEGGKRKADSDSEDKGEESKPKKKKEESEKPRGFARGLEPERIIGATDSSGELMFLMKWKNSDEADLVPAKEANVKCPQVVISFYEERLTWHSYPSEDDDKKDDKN
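Compound inhibition of the preformed complex between 50 nM HP1-beta and 50 nM biotinylated H3K9me3 peptide was read by AlphaScreen. Buffer was PBS pH 7.4 with 0.01% Tween-20. Incubations ran 30 min at room temperature, with 10 ug/mL donor/acceptor beads.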
G9a inh = inhibitors of human histone lysine methyltransferase G9a; Q96KQ7; G9a H3K9 monomethylation, AlphaScreen, 2 h; Potency, µM (top dose mostly 102 µM), for inactives: at the top dose activity, negative = inhibition, most hits filed as inhibitors; hit rate 8.8% among 350,000; note: potency is the fitted concentration of half-maximal effect; % is set by controls: 0 for no effect and ±100 for the full control effect; nearly all actives have a fitted effect of over 75% in size
Target sequence (Q96KQ7 913-1193 limits assumed): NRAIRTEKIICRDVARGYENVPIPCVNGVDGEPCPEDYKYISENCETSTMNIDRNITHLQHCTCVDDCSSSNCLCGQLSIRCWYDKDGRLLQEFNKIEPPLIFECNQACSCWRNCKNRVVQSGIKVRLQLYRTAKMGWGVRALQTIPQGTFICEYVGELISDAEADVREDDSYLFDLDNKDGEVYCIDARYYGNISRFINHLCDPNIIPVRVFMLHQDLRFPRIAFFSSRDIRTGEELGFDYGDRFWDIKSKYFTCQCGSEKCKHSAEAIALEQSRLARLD
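Using a bead-based AlphaScreen, monomethylated H3K9 product from 2 h room-temperature reactions (G9a 20 nM, peptide 500 nM, SAM 20 uM) was detected with 0.5 ug/mL rabbit anti-H3K9me1 antibody.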
12-LOX inh = ALOX12 (human) lipoxygenase inhibition | P18054 | purified 12hLO, xylenol orange hydroperoxide absorbance | Potency, µM (top dose mostly 108 µM), for inactives: at the highest dose activity change, negative = inhibition, hits mostly inhibitors | hit rate 1.1% among 580,000; note: potency is the fitted concentration of half-maximal effect; % is set by controls: 0 for no effect and ±100 for the full control effect
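Purified human 12hLO (150 nM final) in 25 mM Hepes, 0.01% Triton X-100, pH 7.0 was preincubated 15 min at room temperature with compound. Then 40 uM arachidonic acid was added, 30 min. Hydroperoxide was read by Fe-XO absorbance ratio 573/405 nm.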
RGS4 inh = blocks human RGS4-accelerated GTP hydrolysis. AID 504845. Potency, µM (top dose mostly 114 µM), for the others: at the top dose activity change, negative = inhibition, hits mostly inhibitors. P49798. hit rate 0.039% among 390,000. Transcreener GDP fluorescence polarization, RGS4-accelerated GTP hydrolysis; note: potency is the fitted concentration of half-maximal effect; % is set by controls: 0 for no effect and ±100 for the full control effect; nearly all actives have a fitted effect of over 75% in size; some results filed as inactive show a strong effect at the top dose
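MLSMR compounds (23 nl, pin-transferred) preincubated 10 min at room temperature with a 500nM (2x) first reagent, then RGS4 at 900nM (2x) plus Transcreener GDP mix added; fluorescence polarization (620/688 nm) read before and after 90 min at 30 °C.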
JMJD2A Tudor inh = blocks the human JMJD2A Tudor domain; Potency, µM (doses to about 114 µM), for the others: at the top dose activity change, negative = inhibition, usual class: inhibitors; AlphaScreen JMJD2A-Tudor / H3K4me3 peptide binding; hit rate 4.4% among 390,000; note: potency is the fitted concentration of half-maximal effect; % is set by controls: 0 for no effect and ±100 for the full control effect; nearly all actives have a fitted effect of over 50% in size
PI4K2A block = inhibitors of human PI4K2A; activity change, negative = inhibition, % at 76.9 µM; hit rate 0.13% among 420,000; AID 1346378; purified PI4K2A, ADP-Glo luminescence, 1 h; stronger effect = lower value; in the data active = activity change below about -50%; inconclusive = mostly about -30% to -49%;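 note: -100% = wells without enzyme as full effect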
Target sequence (Q9BTU6 whole entry, looked up): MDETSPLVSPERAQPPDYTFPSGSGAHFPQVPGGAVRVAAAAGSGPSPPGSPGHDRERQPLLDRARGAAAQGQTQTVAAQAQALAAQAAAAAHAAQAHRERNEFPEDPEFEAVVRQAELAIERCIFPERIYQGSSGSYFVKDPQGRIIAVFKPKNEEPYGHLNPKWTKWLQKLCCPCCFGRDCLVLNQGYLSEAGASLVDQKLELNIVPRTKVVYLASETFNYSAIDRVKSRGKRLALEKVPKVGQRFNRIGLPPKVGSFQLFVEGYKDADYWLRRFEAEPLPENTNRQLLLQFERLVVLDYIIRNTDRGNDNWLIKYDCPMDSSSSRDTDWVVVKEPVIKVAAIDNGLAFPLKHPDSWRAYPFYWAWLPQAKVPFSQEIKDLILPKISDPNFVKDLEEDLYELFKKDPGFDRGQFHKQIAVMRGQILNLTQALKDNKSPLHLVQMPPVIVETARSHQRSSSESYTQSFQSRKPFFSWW
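PI4K2A activity was measured by ADP-Glo luminescence: enzyme (4 ug/mL stock) and phosphatidylinositol (1.2 mM stock) in Tris pH 7.5/MgCl2/EGTA/Triton X-100 buffer were reacted with ATP (300 microM stock) for one hour at ambient temperature.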
BAZ2B block = BAZ2B (human) inhibition; AlphaScreen BAZ2B-H3K14Ac peptide displacement; Potency, µM (top dose mostly 114 µM), for inactives: at the top dose activity change, negative = inhibition, actives largely listed as inhibitors; hit rate 4.4% among 360,000; note: potency is the fitted concentration of half-maximal effect; % is set by controls: 0 for no effect and ±100 for the full control effect; nearly all actives have a fitted effect of over 60% in size
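In this displacement format the biotinylated H3(5-23) peptide acetylated at Lys14 serves as ligand at 50 nM, with BAZ2B at 50 nM in PBS pH 7.4 containing 0.01% Tween-20. Donor and acceptor beads are 10 ug/mL final.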
GLS inh = inhibitors of human glutaminase (GLS). O94925. AID 624170. GLS enzymatic activity, qHTS titration. Potency, µM (doses to about 45.5 µM), for the others: top-dose activity change, negative = inhibition, hits mostly inhibitors. hit rate 0.21% among 410,000; note: potency is the fitted concentration of half-maximal effect; % is set by controls: 0 for no effect and ±100 for the full control effect
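Assay buffer: 45 mM KH2PO4 pH 8.2, 0.02% Tween-20. hKGA acts on L-glutamine (1 mM solution added); product glutamate is reported by an oxidase/peroxidase Amplex Red coupling, with fluorescence taken at baseline and 30 min.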
An asterisk follows results filed as active; ? = inconclusive; nt = not tested or not shown; & = joins results of further samples; [ ] = remark or other dose. Unless noted, calls come from the whole dose curve; as a rule, active = well fitted curve in the direction sought with a large enough effect; inconclusive = small, poorly fitted or top-dose-only effect, or another doubt; inactive = no such curve, though single readings can be large; an effect the other way counts as inactive or inconclusive. Some of the compounds tested, so the mix of outcomes need not match the whole.

#	ERG-DNA inh	HP1b chromo inh	G9a inh	12-LOX inh	RGS4 inh	JMJD2A Tudor inh	PI4K2A block	BAZ2B block	GLS inh	compound
1	1%	2%	nt	-17%	14%	-11%	-6	nt	0%	Cc1cc(C(=O)NC2CCCCCC2)c2ccccc2n1
2	nt	26%	-26%[59 µM]	8%	12%	-17%	0	-1%	3%	O=C(Cn1cnc2ccccc21)Nc1ccc(C(=O)O)cc1
3	13%	29%	19%[12.7 µM]	-3%	4%	?	2	-14%	-6%	O=C(Nc1ccccc1N1CCCC1)c1cccc(Cl)c1Cl
4	-3%	104%[activator]	104%[activator][59 µM]	-1%	1%	63%[activator]	-1	26%	-2%	CCN(CC)C(=O)Oc1ccc2ccccc2c1Br
5	-2%	42%[activator]	-22%	-16%	3%	-1%	3	-23%	-6%	Cc1cc2ccccn2c1C(=O)Nc1ccccc1
6	0%	12%	4%[59 µM]	-17%	-8%	-12%	1	0%	1%	CCc1cc2c(SCC(=O)O)ncnc2s1
7	-13%	31%	31%[0.501 µM]	nt	20%	-4%	0	?	17%	O=C(O)COCC(=O)N1CCc2c([nH]c3ccccc23)C1C(F)(F)F (stereo unspecified)
8	-1%	11%	40µM*	20µM*	-4%	-20%	-5	-4%	-3%	O=[N+]([O-])c1ccc2nc(-c3ccc(Cl)cc3)[nH]c2c1
9	2%	4%	10µM*	-5%	-20%	?	6	32µM*	-11%	CCOc1ccccc1C(=O)Nc1cc(-c2nc3cccnc3s2)ccc1C
10	-10%	14%	-13%[59 µM]	?	-12%	25µM*	-3	-8%	-9%	C=CCn1c(-c2ccc(OC)c(OC)c2)n[nH]c1=S
11	-2%	14%	25%[59 µM]	6%	16%	-15%	8	-26%	3%	COc1ccc(OC)c(C2CC(=O)C(C)C(c3cc(OC)ccc3OC)N2)c1 (stereo unspecified)
12	3%	5%	35µM*	5%	4%[56.9 µM]	-19%	-1	-28%	31%	CCOC1=C/C(=C/c2c(N)n3nc(S(=O)(=O)CC)sc3nc2=O)C=CC1=O
13	-11%	8%	nt	6%	-1%	-7%	4	6%	18%	OCCC1CN(Cc2ccn[nH]2)CCN1Cc1ccc(F)c(F)c1 (stereo unspecified)
14	46%[activator]	24%	?	4%	-18%	-3%	4	6%	2%	COCCN(C(=O)CC1CCCC1)c1c(N)n(CC(C)C)c(=O)[nH]c1=O
15	-5%	39%[activator]	-30%	-6%	-19%	-7%	-5	?	-1%	O=C(CCSc1ccc(Cl)cc1)NCc1ccncc1
16	8%	50%[activator]	49%[59 µM]	?	6%	-12%	-1	5%	2%	FC(F)(F)c1cc(CCN2C(=S)NC[C@@H]2CC2CCCCC2)cc(C(F)(F)F)c1
17	5%	-1%	-38%	1%	18%	-19%	-4	-3%	10%	O=C(c1ccccc1OCc1ccc(Cl)cc1)N1CCN(c2ccccn2)CC1
18	-3%	12%	-4%[12.7 µM]	-23%	13%	-21%	-5	-33%	-3%	CC1CN(S(=O)(=O)c2cccc(C(=O)OCc3cc(=O)oc4cc(O)ccc34)c2)CC(C)O1 (stereo unspecified)
19	-2%	26%	nt	-26%	-26%	-21%	-3	nt	-4%	O=C(NCc1ccccc1)C1=C[C@H](c2ccc(Br)cc2)C[C@H](OCCCCO)O1
20	11%	3%	7%[0.501 µM]	-21%	-14%	-19%	-1	-5%	1%	COc1ccc(NC(=O)CN(C)C(=O)c2cccc(S(=O)(=O)N3CCN(C)CC3)c2)cc1
21	3%	21%	?	-11%	-22%	-5%	-19	-38%	14%	Cc1ccc2[nH]c(C(=O)O)c(NC(=O)[C@@H]3C[C@@H]3c3ccccc3)c2c1
22	1%	38%	4%	12%	-3%	0%	8	8%	16%	CC(C)(C)n1nnc(CCc2nnn(C(C)(C)C)n2)n1
23	-1%	27%	?	37%[activator]	-30%	-6%	-11	5%	-1%	CCN(CC)CCNC(=O)c1ccc(Cl)c(S(=O)(=O)N2CCCCCC2)c1
24	-16%	-5%	-6%	-17%	-1%	13µM*	-6	-1%	10%	COc1ccccc1NC(=O)c1ccc2nsnc2c1
25	-1%	35%	-16%[59 µM]	5%	-24%	-10%	0	2%	-9%	CC(=O)N1CCN(c2nc3c(F)cc(F)cc3s2)CC1
26	-5%	5%	11%	?	3%	-11%	4	-6%	7%	CCOc1ccccc1NC(=O)Nc1ccc(OC)nc1
27	-15%	13%	25%	?	16%	-19%	2	-14%	10%	COC(=O)C1CCN(C(=O)c2ccc3oc(Cc4ccc(Cl)cc4)nc3c2)CC1
28	-13%	6%	1%[59 µM]	9%	-5%	-12%	-1	-33%	0%	Cc1cc(C(=O)COC(=O)c2ccc(F)cc2F)c(C)n1C1CC1
29	-4%	-10%	6%[12.7 µM]	?	-29%[11.4 µM]	-10%[11.4 µM]	2	-12%	-9%	NCCc1c(C(=O)O)[nH]c2ccc([N+](=O)[O-])cc12
30	-4%	19%	nt	12%	6%	-22%	-5	nt	-2%	Cc1ccc(NC(=O)c2ccc(Cl)nc2)cc1S(=O)(=O)N1CCOCC1
31	7%	37%	nt	-26%	-10%	-9%	0	nt	0%	CCCN=C1N(C)C[C@@H]2[C@@H]3C(=O)N(C)C(=O)[C@@H]3[C@](CC)(C(=O)OC)N12
32	2%	17%	4%	0%	-3%	-2%	-3	3%	-9%	Cc1csc2c(NCCCN3CCOCC3)ncnc12
33	-2%	33%[activator]	20%[59 µM]	-16%	-2%	-14%	0	-2%	-12%	CCOC(=O)C(Oc1ccc2c(-c3ccccc3)cc(=O)oc2c1)c1ccccc1 (stereo unspecified)
34	-2%	11%	nt	-8%	1%	-10%	-1	nt	5%	CCC(=O)c1ccc(OCC(=O)OCC(=O)Nc2ccc3c(c2)OCCO3)cc1
35	nt	30%	-49%[12.7 µM]	296%[activator]	12%	-3%	2	-4%	7%	NS(=O)(=O)c1cccc(NC(=O)COC(=O)CN2C(=O)c3ccccc3C2=O)c1
36	-3%	17%	1%	-18%	2%	-6%	3	-4%	-8%	COc1ccc(S(=O)(=O)N2CCN(C(=O)C3CCC3)CC2)cc1
37	-14%	2%	nt	205%&-14%[activator]	12%	-4%	2	nt	0%	CCN(CC(=O)NCc1cccs1)C(=O)c1ccc(N(C)S(=O)(=O)c2ccc(C)cc2)cc1
38	16%	63%[activator]	23%[2.33 µM]	24%	-16%	-8%	4	-1%	-5%	COc1ccc(S(=O)(=O)N2CCOCC2)cc1NC(=O)c1ccc(OCC(C)C)c(OC)c1
39	-1%	22%	15%	207%[activator][57.4 µM]	30%	-14%	3	?	34%[activator]	[O-][N+]1=C(c2cccs2)CN(O)C1
40	1%	41%[activator]	6%	?	10%	13%	3	1%	-1%	COc1cc(C(=O)NCCNc2nc3ccc(C)cc3cc2C#N)cc(OC)c1OC
41	0%	0%	13%	7%	16%	-19%	3	-9%	4%	C/C(=N\NC(=O)c1ccc(-c2ccccc2)cc1)c1ccco1
42	0%	-3%	40µM*	20%	1%	-26%	-5	-11%	-7%	CC(C)c1ccccc1-n1c(SCC(=O)c2ccc3c(c2)NC(=O)CO3)nc2ccccc2c1=O
43	-3%	29%	20%[59 µM]	1%	12%	-6%	-2	nt	-9%	O=C(NCc1ccccc1)N1CCC(n2cnc3cc(F)ccc32)CC1
44	8%	23%	22%	3%	-13%	-13%	9	-2%	1%	Cc1cc(=O)oc2c3c(cc(OCC(=O)NCc4cccnc4)c12)OC(C)(C)CC3

Compound profiles, from the list above. Values in the order: ERG-DNA inh	HP1b chromo inh	G9a inh	12-LOX inh	RGS4 inh	JMJD2A Tudor inh	PI4K2A block	BAZ2B block	GLS inh
Cc1cc(C(=O)NC2CCCCCC2)c2ccccc2n1 is listed as 1%	2%	nt	-17%	14%	-11%	-6	nt	0%
CCOC(=O)C(Oc1ccc2c(-c3ccccc3)cc(=O)oc2c1)c1ccccc1 (stereo unspecified) is listed as -2%	33%[activator]	20%[59 µM]	-16%	-2%	-14%	0	-2%	-12%
O=C(CCSc1ccc(Cl)cc1)NCc1ccncc1 is listed as -5%	39%[activator]	-30%	-6%	-19%	-7%	-5	?	-1%
FC(F)(F)c1cc(CCN2C(=S)NC[C@@H]2CC2CCCCC2)cc(C(F)(F)F)c1 is listed as 8%	50%[activator]	49%[59 µM]	?	6%	-12%	-1	5%	2%
CCOc1ccccc1C(=O)Nc1cc(-c2nc3cccnc3s2)ccc1C is listed as 2%	4%	10µM*	-5%	-20%	?	6	32µM*	-11%

Compound activity as filed in PubChem BioAssay.
